# EP2 modulator: modulates human prostaglandin E2 receptor EP2 signaling | P43116 | EP2-expressing cells, cAMP HTRF FRET, PGE2 co-stimulation | induction, % at 25 µM | 260,000 tested, 0.83% active | AID 940;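 active means compounds whose cAMP rise, as percent of the full-agonist control response, exceeds 60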;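 further: rat C6 glioma line stably carrying human EP2 under a CMV promoter; the protocol text gives 20 µM as final concentration; 100% = response of wells given 1 µM PGE2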
# Target sequence (P43116 whole entry, looked up): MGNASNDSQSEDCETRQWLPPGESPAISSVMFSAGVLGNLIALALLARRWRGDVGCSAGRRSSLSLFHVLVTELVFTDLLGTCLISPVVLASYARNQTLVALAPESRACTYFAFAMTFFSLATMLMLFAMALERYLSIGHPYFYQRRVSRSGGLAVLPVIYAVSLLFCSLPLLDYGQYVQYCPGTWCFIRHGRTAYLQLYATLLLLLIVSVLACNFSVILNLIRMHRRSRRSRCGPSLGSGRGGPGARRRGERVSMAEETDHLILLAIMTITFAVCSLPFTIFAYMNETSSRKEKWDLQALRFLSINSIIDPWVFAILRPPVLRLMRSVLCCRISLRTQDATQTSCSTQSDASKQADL
# Hck Nef HTS: human Hck-Nef kinase inhibition; Recombinant Hck-YEEI plus Nef, Z-Lyte FRET kinase assay; inhibition, % at 20 µM; 220,000 tested, 0.68% active; AID 463187;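 active means Hck-Nef kinase inhibition above about 50%, limit read from the data; inactive means inhibition below that limit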;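 further: 0% = DMSO with Hck plus Nef and 100% = Hck alone without Nef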
# Target sequence (P08631 whole entry, looked up): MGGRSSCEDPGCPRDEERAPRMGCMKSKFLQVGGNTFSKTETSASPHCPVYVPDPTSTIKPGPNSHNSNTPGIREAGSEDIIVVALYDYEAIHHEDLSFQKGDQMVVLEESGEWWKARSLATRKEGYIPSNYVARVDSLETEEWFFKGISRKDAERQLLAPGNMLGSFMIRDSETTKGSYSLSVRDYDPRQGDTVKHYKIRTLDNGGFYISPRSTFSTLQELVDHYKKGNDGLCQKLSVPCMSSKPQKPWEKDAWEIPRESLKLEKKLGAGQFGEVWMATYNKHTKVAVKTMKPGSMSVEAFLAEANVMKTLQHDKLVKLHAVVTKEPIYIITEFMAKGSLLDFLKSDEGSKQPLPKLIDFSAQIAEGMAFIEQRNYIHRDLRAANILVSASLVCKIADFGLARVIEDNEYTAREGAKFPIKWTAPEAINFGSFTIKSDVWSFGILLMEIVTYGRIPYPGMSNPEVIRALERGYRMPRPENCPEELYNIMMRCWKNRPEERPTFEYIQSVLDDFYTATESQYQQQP
# RBBP9 inh: human RBBP9 hydrolase inhibition; recombinant RBBP9, FP-Rh probe fluorescence polarization; inhibition, % at 7.94 µM; 220,000 tested, 0.2% active; AID 1515;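 active means inhibition above the campaign mean of all tested compounds plus 3 SD, cut at about 14% in these data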;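 further: plate controls were DMSO wells with RBBP9 for no effect and wells lacking RBBP9 protein for full effect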
#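 Test system – recombinant human RBBP9 · Input – RBBP9 2.5 µM in dispensing solution, pre-mixing · Medium – Tris buffer pH 8.0, NaCl, Pluronic · Schedule – preincubation 30 min plus labeling 45 min at 25 °C · Measured by – fluorescence polarization · Measure – % inhibition · Controls – DMSO and no-protein wells · Replicates – one well per compound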
# Runt-CBFb FRET: blocks binding of human RUNX1 Runt domain to CBFb | Q01196+Q13951 | Cerulean-Runt/Venus-CBFb FRET ratio 530/480, 1 h | inhibition, % at 20 µM | 220,000 tested, 0.46% active | AID 1496;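 active means inhibition over about 50% at 20 µM in the single-dose screen, limit read from the data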;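 further: 0% = DMSO wells and 100% = excess unlabeled CBFb competitor control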
#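 Buffer or medium: Tris pH 7.5 buffer with BSA. Assay system: Cerulean-labeled Runt domain protein. Amount: each fluorescent fusion protein 100 nM. Read-out basis: loss of energy transfer signal. Incubation: 1 h compound exposure, room temperature. Probe or stimulus: Venus-CBFb binding partner, 100 nM. Detection: FRET, excitation 422 nm, emission at 530 and 480 nm.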
# EP2 antag: inhibitors of human EP2 prostaglandin E2 receptor. 260,000 tested, 0.52% active. inhibition, % at 25 µM. P43116. C6 glioma cells expressing human EP2, cAMP TR-FRET; cells stimulated with saturating PGE2;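 active means percent inhibition above 40 after rounding to a whole number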;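 further: rat C6 glioma host cells with rolipram phosphodiesterase inhibitor present; the protocol text gives 20 µM as final concentration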
# zVAD death inh: L929 zVAD cell death inhibition. viability rescue, % at 10 µM. L929 zVAD necroptosis rescue, ATP luminescence, 24 h; with zVAD 60 µM. 220,000 tested, 0.38% active. AID 1377;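 active means activation, scaled between plate controls, above about 75%, limit read from the data; inactive means activation under that limit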;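 further: 0% = zVAD with DMSO and 100% = DMSO alone without zVAD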
# PERK inh: human PERK inhibition, primary cell-based screen; Q9NZJ5; CHO PERK-DD fusion, SEAP luminescence translation reporter; inhibition, % at 5.6 µM; 220,000 tested, 0.17% active; AID 1416;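 active means inhibition above the mean inhibition of all tested compounds plus 3 SD, set separately per screening campaign, cut at about 2.9% in these data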;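 further: PERK kinase domain activated by AP20187 dimerizer at 100 nM; 0% = DMSO with dimerizer and 100% = rapamycin at 8.4 µM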
# Runt-SMMHC FRET: Runt domain-CBFb-SMMHC interaction inhibition; inhibition, % at 20 µM; 220,000 tested, 0.74% active; Cerulean-Runt/Venus-CBFb-SMMHC FRET ratio 530/480, 1 h;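 active means mean inhibition across duplicate retests at 20 µM reaching about 50%, limit read from the data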;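 further: 0% = DMSO wells and 100% = wells with excess untagged CBFb-SMMHC; inhibitors lower the FRET ratio by blocking Runt binding to CBFb-SMMHC; some results filed as inactive read as strong as hits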
# TNF necrop inh: inhibitors of TNF-alpha induced necroptosis in Jurkat FADD-/- cells | Jurkat FADD-/- TNF necroptosis rescue, ATP luminescence, 24 h; 0 = TNF only, 100 = no-TNF cells | activation (protection from cell death), % at 10 µM | 220,000 tested, 0.068% active | AID 463075;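 active means activation, meaning protection from cell death, of at least 50% relative to plate controls; inactive means activation below 50%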;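 further: necroptosis triggered by 40 ng/mL TNF-alpha added together with compound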
# The depositor's hits bear a star; x = not tested or not shown; & = joins results of further samples. An excerpt (hit frequency here may not be typical).
SMILES,EP2 modulator,Hck Nef HTS,RBBP9 inh,Runt-CBFb FRET,EP2 antag,zVAD death inh,PERK inh,Runt-SMMHC FRET,TNF necrop inh
CNC(C)c1cc(OC)ccc1OC (stereo not given),14,0,-7,-3,4,-0.3,0.3,0,-1.0
COc1ccc(C2=NCCNC(C(F)(F)F)=C2)cc1,15,-65,-6,1,12,-1.2,-0.8,1,0.5
Cc1oc(/N=C/c2cccc3ccccc23)c(C#N)c1C,-11,1,3,1,8,0.8,0.6,0,0.7
COc1cc2c(cc1OC)CN(c1nc(CN3CCOCC3)nc3sc4c(c13)CCCC4)CC2,6,2,-3,-2,8,1.2,-0.8,-6,-1.1
O=S(=O)(c1ccc(C(F)(F)F)cc1)N1CCCN(c2ccc(C(F)(F)F)cn2)CC1,-15,-8,12,-2,3,0.8,1.2,-6,1.4
CC1CC(C)CN(C(=O)COC(=O)c2cccc([N+](=O)[O-])c2)C1 (stereo not given),-24,24,3,1,10,3.6,1.9,1,0.5
Cc1c(C#N)c2ccccc2n1CC(=O)N1CCCC1,8&-15,2,5,-3,10&9,-0.2,-0.1,-7,0.4
O=c1cc(-c2ccncc2)oc2ccccc12,4,2,-4,-4,7,1.1,1.3,-4,-7.4
Cc1nc2ccccc2cc1O,5,4,3,6,14,0.5,-0.8,12,1.1
CCCCN(C)CCCNC(=O)c1cc(=O)[nH]c2ccc(S(=O)(=O)N3CCCCC3C)cc12 (stereo not given),-24,26,-5,-1,5,1.6,-0.9,0,0.1
O=C(c1ccco1)N1CCCC(c2nc(-c3ccc(S(=O)(=O)NCc4ccccc4)cc3)no2)C1 (stereo not given),-7,1,0,-2,x,-0.9,0.2,2,-13
Cc1cn(S(=O)(=O)c2ccccc2[N+](=O)[O-])cn1,23,24,-6,-1,3,2.0,-0.1,1,-3.2
CCN(CCCNC(=O)CN(C)S(=O)(=O)c1cccc2nsnc12)c1ccccc1,-1,-2,-3,6,x,1.6,-1.2,0,-0.8
C=CCn1c(N2CCOCC2)nc2c1c(=O)[nH]c(=O)n2C,18&15,-8,-12,-1,15&6,0.0,0.9,1,-0.8
CCCCOc1ccc(-c2nnc(-c3ccncc3)o2)cc1,45,-7,-5,-1,9,0.9,-0.4,0,-1.9
CS(=O)(=O)Nc1ccc(C(=O)Nc2ccccc2Cl)cc1,-11,-17,2,-1,6,2.7,0.0,-2,0.3
O=C(NCC1CCCO1)C(=O)N/N=C/c1ccccc1C(=O)O (stereo not given),1,14,-8,0,4,4.3,0.3,-3,0.7
Cc1ccc(C(=O)OCC(=O)c2c[nH]c3ccccc23)cc1NC(=O)c1ccco1,1,17,-17,-1,8,0.7,0.5,1,1.0
Nc1ccc(C(=O)Nc2ccc3nc(-c4cccnc4)[nH]c3c2)cc1,-25&-11,1,-3,-2,9,1.6,1.0,3,-2.1
CCOC(=O)c1cn2nc(N3CCCCC3)ccc2n1,2,19,-5,1,9,2.7,-0.8,-1,1.6
CC(C)Sc1nc(C(F)(F)F)cc(=O)n1-c1ccccc1,56,3,-1,-2,13,0.2,3.0*,0,-5.5
Cc1ccc(SCc2nc3ccccc3n2CC(=O)Nc2ccccc2)cc1,7,3,-11,-1,-1,1.3,-1.2,5,-4.2
Cn1c(=O)cc(OCC(=O)NCCCN2CCN(c3cccc(Cl)c3)CC2)c2ccccc21,-16,-1,-7,-9,3,0.8,-0.6,4,-4.3
Cc1cc(C)n(C(=O)/C(C#N)=C/N(C)C)n1,9,16,-4,2,15,8.1,0.4,-3,0.8
Cc1cc(C)cc(NS(=O)(=O)c2ccc(Oc3ncc(C(F)(F)F)cc3Cl)cc2)c1,58,1,-21,-2,10,0.6,1.2,3,-4.0

# An excerpt of these results, field by field.
> O=C(c1ccco1)N1CCCC(c2nc(-c3ccc(S(=O)(=O)NCc4ccccc4)cc3)no2)C1 (stereo not given)
  EP2 modulator: -7	Hck Nef HTS: 1	RBBP9 inh: 0	Runt-CBFb FRET: -2	EP2 antag: x	zVAD death inh: -0.9	PERK inh: 0.2	Runt-SMMHC FRET: 2	TNF necrop inh: -13

> Cc1cn(S(=O)(=O)c2ccccc2[N+](=O)[O-])cn1
  EP2 modulator: 23	Hck Nef HTS: 24	RBBP9 inh: -6	Runt-CBFb FRET: -1	EP2 antag: 3	zVAD death inh: 2.0	PERK inh: -0.1	Runt-SMMHC FRET: 1	TNF necrop inh: -3.2

# Some entries already given, limited to zVAD death inh and TNF necrop inh:
smiles,zVAD death inh,TNF necrop inh
Cc1cn(S(=O)(=O)c2ccccc2[N+](=O)[O-])cn1,2.0,-3.2
CCN(CCCNC(=O)CN(C)S(=O)(=O)c1cccc2nsnc12)c1ccccc1,1.6,-0.8
C=CCn1c(N2CCOCC2)nc2c1c(=O)[nH]c(=O)n2C,0.0,-0.8

# The listing continues.
SMILES,EP2 modulator,Hck Nef HTS,RBBP9 inh,Runt-CBFb FRET,EP2 antag,zVAD death inh,PERK inh,Runt-SMMHC FRET,TNF necrop inh
O=C1C(C2=NC(C(=O)O)C3C(=O)N(c4ccccc4)C(=O)C23)=C(O)c2ccccc21 (stereo not given),-9,0,2,0,5,-0.5,0.5,2,-1.5
Cc1ccccc1/C=C/C(=O)N1CCOCC1,9,14,-3,-1,5,3.9,-0.1,-1,-0.8
CCOC(=O)N1CCC(NC(=O)c2cc(C(=O)Nc3ccc(S(=O)(=O)N4CCCCC4)cc3)ccc2CO)CC1,0,22,-9,-1,1,1.4,2.2,2,2.8
CCCCCCN(C(=O)CCCCCN1C(=O)NC(c2cccc([N+](=O)[O-])c2)C(C(=O)OCc2ccccc2)=C1C)C(C(=O)NCCCC)c1ccc(OCC(=O)OC)c(C(=O)OC)c1 (stereo not given),-6,25,x,-12,x,-0.5,x,0,-3.1
N#Cc1cc2c(ccc3ccccc32)oc1=O,7,20,-5,85*,4,26,0.2,87,0.5
CC1=C(C(=O)OCc2ccccc2)C(c2ccc3ccccc3c2)NC(=O)N1CCCCCC(=O)O (stereo not given),-12,5,-11,-8,2,2.6,0.1,-9,-0.4
CCOC(=O)N1CCN(c2nc(=S)n(-c3ccccc3)c(C)c2C(C)=O)CC1,22,0,2,0,11,-0.1,-1.2,-5,-1.0
CCOC(=O)C(=CNc1ccccc1Cl)C(=O)OCC,20,10,3,-1,9,0.2,0.8,-8,-0.9
CCN(CC)C(=O)c1sc2nc(-c3ccncc3)[nH]c(=O)c2c1C,-19,3,-2,0,x,-0.7,1.6,0,-1.1
CN(C)CC1CCCCC1C1(O)c2ccccc2CSc2sccc21 (stereo not given),5,5,-6,-2,10,-0.2,-0.8,2,3.8
Cc1noc(C)c1S(=O)(=O)N1CCCC(C(=O)c2cccc(OC(C)C)c2)C1 (stereo not given),5,11,-6,-4,10,3.5,-0.6,3,1.3
C=CCNCc1cccn1-c1ccccc1,19,0,-8,2,9,0.3,1.9,-2,-1.0
Cc1ccc(-c2c[n+](Cc3ccc(Cl)cc3)c3n2CCC3)cc1,-1,14,-6,1,15,-0.3,-0.6,-1,-1.1
CN(CCC#N)C(=O)COC(=O)c1nn(-c2ccccc2)c(=O)c2ccccc12,8,30,-4,-2,7,0.9,0.3,0,1.0
CCCCn1c(-c2ccco2)n[nH]c1=S,24,1,-3,11,7,0.4,0.3,31,1.1
CCOCCCNCc1ccc(OC)c(OC)c1,4,2,-6,-1,11,-0.2,0.3,-5,-2.0
Cc1ccc(S(=O)(=O)Nc2ccc(SC(F)F)cc2)c(C)c1,-85,7,-1,0,9,0.2,0.8,-2,1.4
CCC(C)(C)n1nnnc1C(c1ccc2ncccc2c1)N1CCN(c2ccc(O)cc2)CC1 (stereo not given),-7,8,4,54*,8,0.0,-1.5,-1,-1.7
COc1cccc(OC)c1C(=O)Nc1cc(Cl)ccc1N1CCOCC1,-7,4,6,0,1,-0.9,-0.7,3,-0.6
CC(C)c1[nH]nc2c1C(c1ccco1)C(C#N)=C(N)O2 (stereo not given),-43,18,-5,3,27,13,1.4,-1,-5.5
Cc1ccc(C)c(C(=O)COC(=O)c2cccc(N3C(=O)c4c(C)nc5ccccc5c4C3=O)c2)c1,19,1,-2,-3,4,2.5,-0.2,-2,1.1
COc1ccc(N2CC(C(=O)Nc3nc4ccccc4s3)CC2=O)cc1 (stereo not given),-75,10,-7,-2,7,1.2,0.1,-3,8.0
CC(=O)Nc1ccc(Oc2ccccc2)cc1,-13,9,-10,0,7,0.8,1.7,-1,-0.3
CCCCNc1nc2ccccc2n1CC(=O)N1CCc2ccccc2C1,17,1,-11,2,4,0.7,-1.9,5,0.8

# Two of the compounds above, with each value named:
Molecule: CCN(CC)C(=O)c1sc2nc(-c3ccncc3)[nH]c(=O)c2c1C
  EP2 modulator = -19; Hck Nef HTS = 3; RBBP9 inh = -2; Runt-CBFb FRET = 0; EP2 antag = x; zVAD death inh = -0.7; PERK inh = 1.6; Runt-SMMHC FRET = 0; TNF necrop inh = -1.1
Molecule: CCCCNc1nc2ccccc2n1CC(=O)N1CCc2ccccc2C1
  EP2 modulator = 17; Hck Nef HTS = 1; RBBP9 inh = -11; Runt-CBFb FRET = 2; EP2 antag = 4; zVAD death inh = 0.7; PERK inh = -1.9; Runt-SMMHC FRET = 5; TNF necrop inh = 0.8

# Compound activity from PubChem BioAssay.
